# Compound activity as filed in PubChem BioAssay.
# EWS-Fli inh: inhibitors of EWS/Fli oncoprotein transcriptional activity | A673 NR0B1-luciferase reporter, viability-normalised | 0.67% of 350,000 active | inhibition, % at 12.6 µM;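 active = mean inhibition of at least 50% after viability correction, with every replicate also passing that limit; inconclusive = mean reaches 50% but only one of two replicates passes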;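 note: firefly luciferase signal divided by Alamar Blue viability fluorescence both relative to DMSO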
# LGR2 inh: Drosophila LGR2 receptor signaling inhibition; inhibition, % at 9.99 µM; HEK293 LGR2, CRE-luciferase, bursicon-stimulated, 4 h; 0.35% of 380,000 active;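 active = drop in luminescence signal, shown as inhibition above about 50% in the replicate tests, limit read from the data, passing the limit was not always enough; inconclusive = probably only some replicates passing the limit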;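 note: agonist challenge used bursicon conditioned medium at about half maximal strength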
# ARNT-TACC3 inh: ARNT/TACC3 interaction disruption | 0.66% of 390,000 active | AID 623870 | AlphaScreen His-ARNT PAS-B/GST-TACC3 binding, luminescence; TACC3 fragment carries E629A point mutation | Q9Y6A5 | inhibition, % at 9.99 µM;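 active = mean inhibition of replicates at least 50% and at least half of replicates each reaching 50%; inconclusive = half or more replicates reach 50% but mean below 50%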;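 note: 0% = complete ARNT plus TACC3 wells and 100% = ARNT alone without TACC3; many hits fall short of the cut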
# SIRT5 inh: sirtuin-5 (human) deacylase inhibition; Q9NXA8; 1.1% of 330,000 active; inhibition, % at 15 µM; Purified SirT5, succinyl-peptide AMC, trypsin-coupled fluorescence; in the data active = inhibition above about 15%; inconclusive = no clear call, values can overlap the other calls
# Target sequence (Q9NXA8 whole entry, looked up): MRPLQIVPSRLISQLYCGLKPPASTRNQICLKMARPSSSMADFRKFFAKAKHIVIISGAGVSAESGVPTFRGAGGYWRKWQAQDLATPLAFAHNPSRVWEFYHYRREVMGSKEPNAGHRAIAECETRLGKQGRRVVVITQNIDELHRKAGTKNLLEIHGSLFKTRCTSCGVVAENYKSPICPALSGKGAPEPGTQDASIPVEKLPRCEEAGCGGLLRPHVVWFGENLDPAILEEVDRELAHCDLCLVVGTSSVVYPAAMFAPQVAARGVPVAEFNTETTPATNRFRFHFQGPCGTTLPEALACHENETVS
# DENV2 CPE: inhibitors of DENV2 cytopathic effect | 1.7% of 350,000 active | DENV2-infected cells, cytopathic effect rescue, plate reader | CPE inhibition, % at 9.99 µM | AID 651640; in the data active = CPE inhibition above about 20%, passing the limit was not always enough; inconclusive = no clear call, values can overlap the other calls; tested in BHK-21 cells;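 note: 0% = median of neutral control wells and 100% = median of positive control wells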
# Casp6 inh: inhibitors of human caspase-6; P55212; purified caspase-6, Z-VEID-R110 cleavage fluorescence; inhibition, % at 12.5 µM; 0.53% of 350,000 active; AID 686996;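 active = mean inhibition across replicates at least about 35%, with every replicate also reaching that limit, limit read from the data; inconclusive = only one of the two criteria met; inactive = neither criterion met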;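 note: 0% = median of neutral control wells and 100% = no fluorescence left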
# Target sequence (P55212 24-179 limits assumed): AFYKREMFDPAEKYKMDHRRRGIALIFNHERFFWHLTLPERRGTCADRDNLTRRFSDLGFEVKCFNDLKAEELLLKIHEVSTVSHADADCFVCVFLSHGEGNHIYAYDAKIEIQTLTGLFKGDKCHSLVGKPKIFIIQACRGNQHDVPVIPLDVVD
# Target sequence (P55212 194-293 limits assumed): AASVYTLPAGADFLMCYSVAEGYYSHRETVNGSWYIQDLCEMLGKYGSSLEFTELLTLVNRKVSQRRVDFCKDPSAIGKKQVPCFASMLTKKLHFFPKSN
# PAX8 inh HTS: inhibitors of PAX8 transcriptional activity in RMG-I cells; 1.2% of 360,000 active; AID 652154; RMG-I TPO-luciferase reporter, SteadyGlo, 24 h; inhibition, % at 12.6 µM;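 active = mean replicate inhibition at least 60% with every replicate also reaching 60%; inconclusive = only one of the two criteria is met; inactive = mean below 60% and not all replicates reaching 60%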;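 note: luciferase light reporting Pax8 driven TPO promoter activity; plate controls were median of neutral control wells for no effect and mitoxantrone controls for full effect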
# An asterisk follows results filed as active; ? = inconclusive; · = not tested or not shown; & = joins results of further samples.
SMILES,EWS-Fli inh,LGR2 inh,ARNT-TACC3 inh,SIRT5 inh,DENV2 CPE,Casp6 inh,PAX8 inh HTS
CCc1ccc(NC(=O)C2CCCN(S(=O)(=O)c3ccc4c(c3)CCCN4C(C)=O)C2)cc1 (stereo unspecified),·,-4,-13,1,3,-8,2
Cn1c(=O)n(C)c2cc(CNC(=O)[C@H]3O[C@@H](n4ccc(=O)[nH]c4=O)[C@H](O)[C@@H]3O)ccc21,-3,-1,·,5,-5,-1,-13
CCC(=O)Nc1cccc(C(=O)OC)c1,2,-7,-1,-2,10,-1,7
NCC[C@@H]1CC[C@H](NC(=O)c2ccccc2F)[C@@H](CO)O1,·,27,6,-2,-4,39*,·
CCCCCCCCCCCCCC(=O)NO,55*,25,·,-1,0,-1,5
C[C@@H]1CN([C@H](C)CO)C(=O)Cc2cc(NC(=O)CCN3CCOCC3)ccc2O[C@H]1CN(C)Cc1ccc(Cl)c(Cl)c1,-3,6,-3,1,0,-1,5
CN(CC(=O)Nc1c(Cl)cccc1Cl)C(=O)c1n[nH]c2ccccc12,-1,-2,4,-4,-3,-4,-5
CC(C)[C@H](NC(=O)N1CCOCC1)C(=O)N1CCC[C@H]1C(=O)NCc1ccccc1,-1,-13,·,1,-8,1,7
Cc1sc(NC(=O)CS(=O)(=O)c2ccccc2)c(C#N)c1C,-47,-48,·,1,11,2,-41
COCCN(C(=O)COC(=O)c1cc2ccccc2cc1O)c1c(N)n(Cc2ccccc2)c(=O)[nH]c1=O,-1,16,2,-3,2,3,7
CN(C)C(=O)[C@H]1[C@H](CO)[C@H]2Cn3c(ccc(-c4ccncc4)c3=O)[C@@H]1N2C(=O)NC1CCCC1,-8,4,·,-69,-3,4,-45
COC(=O)C1C(C(=O)OC)C1(c1ccccc1)c1ccccc1 (stereo unspecified),5,0,-6,-3,16,0,-17
O=C(O)CCC(=O)N1N=C(c2ccco2)CC1c1cccs1 (stereo unspecified),1,·,7,4,-8,34,-15
Cc1ccc(NC(=O)c2ccc3c(=O)n4c(nc3c2)CCCCC4)cc1F,-30,-19,-7,-7,-3,1,6
O=C1C(=O)N(CCN2CCOCC2)C(c2ccc(Cl)c(Cl)c2)/C1=C(/O)c1ccc2c(c1)OCO2 (stereo unspecified),10,-4,-1,-1,11,-2,20
COCC(=O)Nc1ccc2c(c1)[C@@H]1C[C@@H](CC(=O)NCc3cccc(F)c3)O[C@@H](CO)[C@@H]1O2,6,-4,-16,-2,5,3,-1
CCC(C)n1c(-c2cccc(S(=O)(=O)N(CC)CC)c2)n[nH]c1=S (stereo unspecified),0,9,1,·,·,1,-2
CC(C)NC(=O)COC(=O)/C=C/c1ccco1,7,-9,-5,0,18,29,37
NC(Cc1ccccc1)c1csc(Nc2cc(Oc3ccccc3)ncn2)n1 (stereo unspecified),13,1,·,-1,-2,-1,7
CCOC(=O)c1[nH]c(C)c(C(=O)N2CCN(c3ccc(OC)cc3)CC2)c1C,-6,4,-4,-5,-1,-2,-21
N#C[C@H]1[C@@H](c2ccc(C#CCC3CCCC3)cc2)[C@@H](CO)N1C(=O)c1ccccn1,23,12,3,4,-15,-7,74*
Cc1ccc(NC(=S)NC(=O)c2ccc(-c3ccc(Cl)cc3)o2)c(O)c1,13,17,1,3,-3,-1,-9
CN(CC(=O)Nc1ccccc1Sc1ccccc1)Cc1nc2ccccc2c(=O)[nH]1,1,46,0,-4,2,0,1
O=C(/C=C/c1ccccc1)Nc1ccc(Cl)cn1,15,-101,-2,0,-5,0,-77
COc1cccc(C#Cc2cnc3c(c2)C(=O)N([C@@H](C)CO)C[C@@H](C)[C@H](CN(C)C(=O)C2CCOCC2)O3)c1,2,0,13,-4,0,5,12
COc1cc(NC(=O)COC(=O)c2ccc(C)c(S(=O)(=O)N3CCCCC3)c2)c(C)cc1[N+](=O)[O-],-4,·,-1,-7,13,6,4
C[C@@H]1CN([C@@H](C)CO)C(=O)Cc2cc(NC(=O)Cc3cn(C)c4ccccc34)ccc2O[C@H]1CN(C)C(=O)Nc1ccc(C(F)(F)F)cc1,1,-2,-27,3,14,-8,-6
C[C@H]1CN([C@@H](C)CO)S(=O)(=O)c2ccc(Br)cc2O[C@@H]1CN(C)C(=O)c1cccnc1,3&-9,5&18,-4,-3,1&-4,0&2,-1
COc1ccc(-c2nn(-c3ccccc3)cc2C(=O)N2c3ccc(C)cc3C3CN(C)CCC32)cc1 (stereo unspecified),2,-5,11,-3,-1,2,24
Cc1cc(NC(=O)COC(=O)c2c(C)noc2C)ccc1Br,-6,27,-5,3,12,-4,-4
CCc1nc2ccc(C(=O)NCc3cccs3)cn2c1N(CC)CCOC,2,-27,·,-1,13,-2,1
COc1ccc(NC(=O)C(c2ccccc2)n2c(=O)c(-c3cc4ccccc4[nH]3)nc3ccccc32)cc1 (stereo unspecified),-6,-19,·,-11,-2,4,16
CCCCCCN1C[C@H](O)[C@@H](n2cc(-c3ccc(F)cc3)nn2)C[C@@H]1c1ccccc1,10,6,·,1,?,0,11
Cc1cccc(/C=N\Nc2cn[nH]c(=O)c2Cl)c1,·,-24,3,6,·,-2,·
CCC(C)[C@H](N)c1cn([C@@H](Cc2ccc(O)cc2)C(=O)N2CCNCC2)nn1 (stereo partly specified),7,23,0,·,-13,-7,-20
CCOC(=O)N1CCC(NC(=O)C2CCN(S(=O)(=O)N3CCC(C)CC3)CC2)CC1,10,-14,-1,-2,3,3,·
O=C(c1ccco1)N1CCN(C(=O)C2CC(=O)N(c3ccc(Cl)cc3)C2)CC1 (stereo unspecified),5,-5,-1,-5,7,8,-3
Cc1cccc(C2c3[nH]c4ccccc4c3CCN2C(=O)Cc2nc(-c3ccccc3)n[nH]2)n1 (stereo unspecified),12,13,3,-3,·,-6,35
Cc1ccc(-c2nn(CCC(=O)O)cc2/C=C\C(=O)c2ccc(Br)cc2)cc1,8,27,-33,2,2,4,15
CC(OC(=O)C1=COCCO1)C(=O)Nc1cc(S(=O)(=O)N2CCCCC2)ccc1Cl (stereo unspecified),-5,18,0,2,3,-2,9
CCSc1nnc(NC(=O)[C@@H](NC(=O)c2ccccc2)C(C)C)s1,-10,-7,-6,-3,-2,0,9
CC(C)CNc1nc(Oc2ccc(=O)[nH]n2)nc(N2CCOCC2)n1,3,-24,-2,1,-8,-2,6
Cc1ccc(S(=O)(=O)NCC[C@@H]2CC[C@@H](NC(=O)C3CCOCC3)[C@@H](CO)O2)cc1,-5,1,-12,1,-1,1,-8
O=C(CN(C(=O)CCC(=O)Nc1nccs1)c1ccc(F)cc1)NCc1ccc2c(c1)OCO2,4,6,-4,-5,0,-1,2
Cn1c(C(=O)Nc2ccc(Cl)cc2)cc2cc(Cl)ccc21,-8,2,-5,·,-2,-4,11

# 9 entries from above, arranged by count of non-hydrogen atoms, lowest first.
SMILES,EWS-Fli inh,LGR2 inh,ARNT-TACC3 inh,SIRT5 inh,DENV2 CPE,Casp6 inh,PAX8 inh HTS
Cc1cccc(/C=N\Nc2cn[nH]c(=O)c2Cl)c1,·,-24,3,6,·,-2,·
CCSc1nnc(NC(=O)[C@@H](NC(=O)c2ccccc2)C(C)C)s1,-10,-7,-6,-3,-2,0,9
CC(C)CNc1nc(Oc2ccc(=O)[nH]n2)nc(N2CCOCC2)n1,3,-24,-2,1,-8,-2,6
CCc1nc2ccc(C(=O)NCc3cccs3)cn2c1N(CC)CCOC,2,-27,·,-1,13,-2,1
CCC(C)[C@H](N)c1cn([C@@H](Cc2ccc(O)cc2)C(=O)N2CCNCC2)nn1 (stereo partly specified),7,23,0,·,-13,-7,-20
CCOC(=O)N1CCC(NC(=O)C2CCN(S(=O)(=O)N3CCC(C)CC3)CC2)CC1,10,-14,-1,-2,3,3,·
CCCCCCN1C[C@H](O)[C@@H](n2cc(-c3ccc(F)cc3)nn2)C[C@@H]1c1ccccc1,10,6,·,1,?,0,11
O=C(CN(C(=O)CCC(=O)Nc1nccs1)c1ccc(F)cc1)NCc1ccc2c(c1)OCO2,4,6,-4,-5,0,-1,2
COc1ccc(NC(=O)C(c2ccccc2)n2c(=O)c(-c3cc4ccccc4[nH]3)nc3ccccc32)cc1 (stereo unspecified),-6,-19,·,-11,-2,4,16

# New compounds follow.
SMILES,EWS-Fli inh,LGR2 inh,ARNT-TACC3 inh,SIRT5 inh,DENV2 CPE,Casp6 inh,PAX8 inh HTS
C/C=C/c1ccc([C@@H]2[C@H](C#N)N(C(=O)CN3CCOCC3)[C@H]2CO)cc1,9,0,-4,-3,0,3,0
Cc1cccc(C(=O)NCCCNC(=O)c2ccc(C)nc2)c1,4,-20,0,0,-1,0,-3
CCCCn1c(N)c(N(CC(C)C)C(=O)CSc2nnc(C)n2-c2ccc(OC)cc2)c(=O)[nH]c1=O,-8,21,-4,0,1,0,-15
COc1cccc(NC2=C(C#N)C(=O)NC(c3cccc(OC)c3O)S2)c1 (stereo unspecified),15,3,11,5,-1,4,15
Cc1ccc([C@@H]2C[C@H]3[C@@H](CN2S(=O)(=O)c2ccc(Cl)cc2)C(=O)C[C@@H](c2ccccc2)N3S(=O)(=O)c2ccc(C)cc2)cc1,0,2,·,5,1,0,19
C[C@@H]1CCCCO[C@H](CN(C)C(=O)Nc2ccc3c(c2)OCO3)[C@@H](C)CN([C@H](C)CO)C(=O)c2cc(NC(=O)Nc3ccc(C(F)(F)F)cc3)ccc2O1,-1,-9,-3,4,4,0,·
O=C(N[C@H]1C=C[C@@H](CC(=O)N2CCCCC2)O[C@H]1CO)c1cccc(F)c1,7,1,-4,1,4,-1,3
COc1ccc(F)cc1S(=O)(=O)Nc1cc2c3c(c1)CCC(=O)N3CCC2,6,-3,-1,-2,-4,-3,-7
C=CCC[C@@H](Cc1ccc(F)cc1)C(=O)OC[C@@H]1CCCN1C(=O)[C@@H](CC=C)CC(=O)N[C@@H](CO)Cc1ccccc1,1,21,0,·,?,·,25
Cc1ccccc1OCc1nc2ccccc2c(=O)n1/N=C/c1cccc([N+](=O)[O-])c1,·,-15,-6,·,·,·,4
NNC(=O)CCc1nc2ccccc2[nH]1,-3,-38,·,-5,5,·,5
CCC(=O)N1[C@@H]2Cn3c(ccc(-c4ccccc4F)c3=O)[C@H]1[C@@H](C(=O)NC1CCCC1)[C@@H]2CO,2,-7,-15,-17,2,3,1
COc1ccc(C[C@H]2CN3C(=NC[C@H]3C)N2CCNC(=O)CCC2CCCCC2)cc1,5,·,1,-7,-4,-1,-10
CC(C)C[C@H]1CNC(=O)C(=O)N1C[C@H](Cc1ccc(O)cc1)NC(=O)CC12CC3CC(CC(C3)C1)C2,-10,6,·,1,10,0,-12
O=C(NNC(=O)c1cccnc1)Nc1cccc(Cl)c1Cl,·,3,-2,·,·,·,-3
Cn1c(NCc2ccccc2F)nc2cc(-c3ccsc3)sc2c1=O,-2,-63,·,-2,-2,1,22
Cc1cc(O)c(Oc2cc(C)cc(O)c2O)c(O)c1,15,-6,-3,·,13,14,·
O=C(CN(C(=O)c1csnn1)c1ccccc1F)NCc1ccc2c(c1)OCO2,-3,10,-3,-2,5,2,-18
C[C@@H]1CN([C@@H](C)CO)C(=O)c2cccc(NC(=O)Nc3ccc(C(F)(F)F)cc3)c2O[C@H]1CN(C)S(=O)(=O)c1ccc(Cl)cc1,5,·,1,0,-6,·,·
C[C@@H]1CN([C@@H](C)CO)C(=O)c2cc(N(C)C)ccc2O[C@@H](C)CCCCO[C@@H]1CN(C)Cc1ccc(C(F)(F)F)cc1,-4,-2,30,9,-9,0,10

# Rows were taken by chance (roughly 4.9% active in at least one column).
